# miR122 inh = miR-122 Renilla sensor signal increase in Huh7, primary screen, miR-122 inhibitor project, cell-based, single point, plate reader; Huh7 miR-122 Renilla luciferase sensor, 48 h; neutral wells = 0, positive control = 100; activation (reporter increase), % at 12.5 µM; hit rate 0.3% among 340,000;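 active = mean replicate activation score at least 90 and every replicate individually at or above 90; inconclusive = only one of the two criteria met; inactive = neither criterion met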;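 note: higher luciferase means less miR-122 activity so hits act as miR-122 inhibitors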
# Statin myotox sup = suppressors of statin myotoxicity in C2C12 myotubes, primary screen, cell-based, single point, plate reader; hit rate 0.78% among 330,000; rescue of ATP level, % at 7.49 µM; AID 602340, 2012; C2C12 myotubes + simvastatin, ATP luminescence, 48 h; scaled: DMSO 0, geranylgeraniol control 100;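 active = mean ATP rescue above about 67%, or every replicate alone reaching that limit, limit read from the data, passing the limit was not always enough; inconclusive = no clear call, values can overlap the other calls; inactive = mean under the limit and some replicate under it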;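 note: myotubes were challenged with 10 µM simvastatin during compound exposure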
# ARNT-TACC3 inh = disruptors of ARNT/TACC3 protein interaction, primary screen, biochemical, AlphaScreen, single concentration | Transforming acidic coiled-coil-containing protein 3 (Homo sapiens), Q9Y6A5 | AlphaScreen His-ARNT PAS-B/GST-TACC3 binding, luminescence; TACC3 fragment carries E629A point mutation | inhibition, % at 9.99 µM | hit rate 0.66% among 390,000 | AID 623870, 2012;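 active = mean inhibition of replicates at least 50% and at least half of replicates each reaching 50%; inconclusive = half or more replicates reach 50% but mean below 50%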;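 note: 0% = complete ARNT plus TACC3 wells and 100% = ARNT alone without TACC3; many hits fall short of the cut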
# Cneo AK release = Cryptococcus neoformans cell lysis inducers, primary screen, AK release luminescence, single concentration. C. neoformans lysis, adenylate kinase release luminescence, 4 h; normalised: neutral wells 0, clomiphene wells 100. lysis activity, % at 15 µM. hit rate 0.2% among 360,000;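 active = mean lysis activity across replicates of at least 80%, whatever share of replicates individually reach that level; inactive = mean lysis activity below 80%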
#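 Assay system: Cryptococcus neoformans yeast cells / Dosing: single-point compound dose / Timing: 4 h at 37 °C static, read 1 h later / Measured by: luminescence of released adenylate kinase using an AK detection reagent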
# SIRT5 block = SIRT5 desuccinylase inhibitors, primary screen, biochemical, fluorescence imaging, single point, set 5; NAD-dependent protein deacylase sirtuin-5, mitochondrial (Homo sapiens), Q9NXA8; Purified SirT5, succinyl-peptide AMC, trypsin-coupled fluorescence; inhibition, % at 15 µM; hit rate 1.1% among 330,000; AID 652115, 2013; in the data active = inhibition above about 15%; inconclusive = no clear call, values can overlap the other calls
# Target sequence (Q9NXA8 whole entry, looked up): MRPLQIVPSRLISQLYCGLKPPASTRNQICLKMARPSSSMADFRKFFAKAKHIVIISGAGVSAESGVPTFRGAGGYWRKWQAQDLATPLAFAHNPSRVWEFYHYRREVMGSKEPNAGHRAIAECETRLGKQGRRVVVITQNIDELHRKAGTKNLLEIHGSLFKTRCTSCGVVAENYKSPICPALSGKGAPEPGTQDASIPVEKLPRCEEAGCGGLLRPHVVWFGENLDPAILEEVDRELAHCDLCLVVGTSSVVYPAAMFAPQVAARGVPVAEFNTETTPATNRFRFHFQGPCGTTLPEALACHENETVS
# ERp5 block = inhibitors of ERp5-driven insulin aggregation, primary screen, biochemical, turbidity, absorbance 650 nm, single point; Protein disulfide-isomerase A6 (Homo sapiens), Q15084; 90 min; inhibition, % at 9.99 µM; hit rate 0.05% among 350,000; AID 651711, 2012;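 active = mean replicate inhibition above about 25%, with every replicate also reaching it, limit read from the data, passing the limit was not always enough; inconclusive = only one of those two criteria met; inactive = neither criterion met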
# Target sequence (Q15084 whole entry, looked up): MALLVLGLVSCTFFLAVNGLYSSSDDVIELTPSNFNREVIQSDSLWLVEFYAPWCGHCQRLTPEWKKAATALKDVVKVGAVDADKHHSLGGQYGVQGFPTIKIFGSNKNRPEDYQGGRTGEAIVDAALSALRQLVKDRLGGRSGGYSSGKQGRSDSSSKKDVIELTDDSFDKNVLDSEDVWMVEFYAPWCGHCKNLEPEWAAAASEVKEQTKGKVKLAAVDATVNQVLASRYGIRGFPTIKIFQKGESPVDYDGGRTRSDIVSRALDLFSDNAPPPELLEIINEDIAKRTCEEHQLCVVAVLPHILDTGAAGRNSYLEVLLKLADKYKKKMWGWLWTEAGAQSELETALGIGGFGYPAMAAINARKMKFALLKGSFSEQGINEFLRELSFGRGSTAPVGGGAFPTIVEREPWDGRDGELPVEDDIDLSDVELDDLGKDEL
# esBAF inh = Bmi1 luciferase reporter increase in mESCs, primary screen, esBAF inhibitor project, mouse ES cells, Bmi1 luciferase knock-in, single point; reporter increase, % at 12.5 µM; hit rate 2% among 350,000; 24 h; 100% = twice the neutral-well signal; in the data active = activation above about 40%; inconclusive = no clear call, values can overlap the other calls;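 note: 0% = median of the plate's neutral control wells and 100% = double that signal; a rise in the Bmi1 reporter signal indicates esBAF inhibition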
# An asterisk follows results filed as active; ? = inconclusive; . = not tested or not shown; [ ] = remark or other dose. Hits appear at their usual frequency, and some 4% of all compounds hit somewhere here.
# Codes: A = miR122 inh; B = Statin myotox sup; C = ARNT-TACC3 inh; D = Cneo AK release; E = SIRT5 block; F = ERp5 block; G = esBAF inh
SMILES: N#Cc1ccc(OCc2noc(-c3ccsc3)n2)cc1
  A: -9 | B: 8 | C: -1 | D: -1 | E: -2 | F: 2 | G: 20

SMILES: Clc1ccc(-n2c(SC/C=C/c3ccccc3)nnc2-c2cccnc2)cc1
  A: 1 | B: -5 | C: 12 | D: 0 | E: . | F: . | G: -8

SMILES: COCc1[nH]nc2c1C(c1c(F)cccc1Cl)C(C#N)=C(N)O2 (stereo not drawn)
  A: -5 | B: . | C: -8 | D: 0 | E: . | F: . | G: -11

SMILES: CCc1ccc(N2CC(C(=O)Nc3cc(C)ccc3F)CC2=O)cc1 (stereo not drawn)
  A: 10 | B: 7 | C: -3 | D: 8 | E: . | F: . | G: -4

SMILES: O=C(COc1ccc(F)cc1)NCCCn1ccnc1
  A: . | B: 14 | C: 6 | D: 1 | E: -9 | F: 0 | G: -2

SMILES: C[C@H](NC(=O)c1ccc(Cl)c(S(=O)(=O)N2CCOCC2)c1)c1nc2ccccc2[nH]1
  A: -3 | B: 17 | C: -10 | D: 0 | E: -10 | F: -1 | G: 1

SMILES: Cn1cnc(CCNC(=O)[C@H]2[C@H](CO)[C@H]3Cn4c(cccc4=O)[C@@H]2N3C(=O)Nc2ccccc2)c1
  A: -2[16.7 µM] | B: 1 | C: 3 | D: -1 | E: 3 | F: -1 | G: 3

SMILES: O=C(NCCCN1CCOCC1)c1ccc(S(=O)(=O)N2CCOCC2)cc1
  A: -5 | B: -7 | C: 1 | D: 1 | E: . | F: . | G: -11

SMILES: CCN(Cc1nc2cc(Cl)ccc2c(=O)[nH]1)C(=O)c1cc2c(s1)CCCCC2
  A: -6 | B: 44 | C: -1 | D: 1 | E: -2 | F: 20 | G: -3

SMILES: O=C(NCCN1CCCC1)c1ccc2c(c1)N(Cc1ccc(F)cc1)C(=O)c1ccccc1S2=O (stereo not drawn)
  A: -6 | B: 44 | C: -1 | D: 3 | E: 3 | F: 9 | G: -9

SMILES: CCOC(=O)NNC(=S)Nc1c(C)n(C)n(-c2ccccc2)c1=O
  A: -3 | B: 2 | C: 31 | D: -1 | E: 6 | F: -1 | G: -6

SMILES: CCCC(C)C(=O)Nc1nc(C)c(-c2csc(Nc3cc(OC)ccc3OC)n2)s1 (stereo not drawn)
  A: -13 | B: -19 | C: 13 | D: 1 | E: . | F: 2 | G: 1

SMILES: CCCN(C)C[C@@H]1Oc2cc(C#Cc3ccccn3)ccc2S(=O)(=O)N([C@@H](C)CO)C[C@@H]1C
  A: -7[16.7 µM] | B: 29 | C: 2 | D: 6 | E: -3 | F: -8 | G: 5

SMILES: c1csc(C2=NNC(=NC3CCCCC3)SC2)c1
  A: 7 | B: . | C: 8 | D: -4 | E: -2 | F: -4 | G: .

SMILES: CCCCCCN1C[C@H](n2cc(C3CC3)nn2)[C@@H](O)C[C@@H]1c1ccc(OC)cc1
  A: -4 | B: 8 | C: . | D: 1 | E: -1 | F: 5 | G: 9

SMILES: Cc1cc(N2CCCC2)nc(SCC(=O)c2ccccc2)n1
  A: 3 | B: . | C: 35 | D: 0 | E: . | F: . | G: 35

SMILES: Cc1noc(C)c1NC(=O)Nc1ccc2c(c1)CC(=O)N([C@H](C)CO)C[C@@H](C)[C@@H](CN(C)S(=O)(=O)c1ccc(Cl)cc1)O2
  A: 1[16.7 µM] | B: -21 | C: -1 | D: 35 | E: -1 | F: 13 | G: -1

SMILES: FCCCOc1ccc(CN2CCN(c3ccccc3F)CC2)cc1
  A: -20 | B: 12 | C: -16 | D: -3 | E: -3 | F: -1 | G: -3

SMILES: CCN(CC)C(=O)c1ccc(N)cc1
  A: -2 | B: -3 | C: -4 | D: -1 | E: -3 | F: -4 | G: -3

SMILES: O=C(O)c1ccc(-c2noc(-c3ccccc3F)n2)cc1
  A: . | B: -34 | C: 0 | D: -1 | E: -3 | F: 4 | G: -15

SMILES: COc1ccc(CNC(=O)COC(=O)c2c(NC(C)=O)sc(C)c2C)cc1
  A: . | B: 5 | C: 0 | D: 1 | E: 2 | F: -6 | G: 3

SMILES: Cc1ccc(CC2(C)C(=O)Nc3ccc(OC(F)(F)F)cc32)cc1 (stereo not drawn)
  A: -7 | B: 2 | C: . | D: 1 | E: 4 | F: 0 | G: -2

SMILES: O=C(C[C@@H]1CC[C@@H]2[C@H](COC[C@H](O)CN2Cc2ccccc2F)O1)NC1CCC1
  A: -5[16.7 µM] | B: 5 | C: 20 | D: 0 | E: . | F: . | G: 5

SMILES: CCN1C(=O)c2c(C)nc3ccccc3c2C1=O
  A: 13 | B: -9 | C: 2 | D: . | E: -2 | F: -6 | G: 3

SMILES: O=C1CC2C(CCC23OCCO3)c2ccc3ccccc3c21 (stereo not drawn)
  A: -8 | B: -4 | C: -4 | D: . | E: -3 | F: -2 | G: ?

# Further records follow.
SMILES,miR122 inh,Statin myotox sup,ARNT-TACC3 inh,Cneo AK release,SIRT5 block,ERp5 block,esBAF inh
CC1CCCC(C)N1/N=C/c1ccc(N(C)C)cc1 (stereo not drawn),0,4,8,-2,2,3,0
C=CCC1c2cccc(C(=O)O)c2C(=O)N1c1ccc(Cl)cc1 (stereo not drawn),4,-5,1,0,.,.,-1
Cc1ccc(-n2nc3c(=O)n(CCCC(=O)NCc4ccccc4F)nc(C)c3c2C)cc1,-11,-10,3,.,-4,0,0
O=C(Cc1ccc(Br)cc1)Nc1nc2ccccc2[nH]1,3,-20,-2,.,0,1,16
COc1cnc(-c2ccccc2)nc1Oc1ccccc1C,2,16,-18,0,.,.,-10
COc1cc(C(=O)N(Cc2cccc(Cl)c2)C2CCS(=O)(=O)C2)cc(OC)c1OC (stereo not drawn),-3,.,-14,-1,.,.,.
O=C(Nc1nncs1)c1cc(S(=O)(=O)N2CCOCC2)ccc1Cl,0,2,-9,1,-5,4,5
COc1ccc(OC)c(N(CC(=O)N2CCCCC2)S(=O)(=O)c2ccc(OC)c(OC)c2)c1,42,.,-56,2,.,.,.
CCOc1ccc(S(=O)(=O)NCCC(=O)NCC2CCCO2)cc1 (stereo not drawn),5,18,4,0,-3,5,-7
Cc1cc2nc(Cl)c(Cl)nc2cc1C,.,.,19,.,0,0,.
COc1ccc2nc(C)cc(N/N=C/c3cccc(OC)c3O)c2c1,-15,9,45,7,-2,6,-3
CC(=O)NC1=NC(=O)/C(=C/N2CCCCC2)S1,.,12,-13,2,.,.,-6
O=C(C[C@H]1C=C[C@@H](NC(=O)CN2CCOCC2)[C@@H](CO)O1)NC1CCC1,.,1,-1,-3,0,-6,0
CCCN1C[C@@H](C)[C@@H](OC)CN(C)C(=O)c2cc(NC(=O)Nc3cccc(OC)c3)ccc2OC[C@@H]1C,26[16.7 µM],6,.,.,.,.,1
Oc1[nH]c2ccccc2c1N=Nc1cccc(Cl)c1,7,-3,-3,-4,-5,2,52*
CC[C@]12c3[nH]c4cc(CCC(=O)N(C)C)ccc4c3CCN1C(=O)[C@@H](CC(=O)NC/C=C(\C)CCC=C(C)C)C[C@@H]2C(=O)N1CCN(C(=O)C2CC2)CC1,.,-15,6,3,7,0,-15
CC(Cl)C(=O)Nc1c2c(nn1-c1ccccc1)CSC2 (stereo not drawn),-2,1,4,3,4,-1,-2
CC(C)(C)NC(=O)CN(Cc1cccs1)C(=O)CN1C(=O)C(=O)c2ccccc21,-5,3,7,1,.,1,-9
CCCN(CCC)S(=O)(=O)c1ccc2c(c1)CCCN2C(C)=O,9,23,-5,0,.,.,-3
CC(C)C(=O)NNC(=O)c1csc(-c2cccs2)n1,.,-4,-1,.,-2,4,1
COc1cc2nc(SCC(=O)NCCc3ccccc3)n(Cc3ccco3)c(=O)c2cc1OC,3,1,-4,4,.,.,5
CCOc1ccc(N2C(=O)CN(C)C2=S)cc1,-3,10,2,1,3,8,-7
Cc1ncc(CN2CCN(C3CCCC3)C(CCO)C2)s1 (stereo not drawn),1,11,3,0,0,-1,-8
O=C(O)C[C@@H]1C[C@H]2c3cc(NC(=O)NC4CCCC4)ccc3O[C@H]2[C@@H](CO)O1,0[16.7 µM],0,-3,-3,2,-4,4
CCCN(CCC)C(=O)C1CCCN1S(=O)(=O)c1cccc2nsnc12 (stereo not drawn),0,14,-6,0,0,-2,-3

# One compound at a time, from the list above:
# Results for CC[C@]12c3[nH]c4cc(CCC(=O)N(C)C)ccc4c3CCN1C(=O)[C@@H](CC(=O)NC/C=C(\C)CCC=C(C)C)C[C@@H]2C(=O)N1CCN(C(=O)C2CC2)CC1 → miR122 inh = .; Statin myotox sup = -15; ARNT-TACC3 inh = 6; Cneo AK release = 3; SIRT5 block = 7; ERp5 block = 0; esBAF inh = -15
# Results for CC(=O)NC1=NC(=O)/C(=C/N2CCCCC2)S1 → miR122 inh = .; Statin myotox sup = 12; ARNT-TACC3 inh = -13; Cneo AK release = 2; SIRT5 block = .; ERp5 block = .; esBAF inh = -6

# Returning to the listing, starting 4 compounds before the break.
SMILES,miR122 inh,Statin myotox sup,ARNT-TACC3 inh,Cneo AK release,SIRT5 block,ERp5 block,esBAF inh
CCOc1ccc(N2C(=O)CN(C)C2=S)cc1,-3,10,2,1,3,8,-7
Cc1ncc(CN2CCN(C3CCCC3)C(CCO)C2)s1 (stereo not drawn),1,11,3,0,0,-1,-8
O=C(O)C[C@@H]1C[C@H]2c3cc(NC(=O)NC4CCCC4)ccc3O[C@H]2[C@@H](CO)O1,0[16.7 µM],0,-3,-3,2,-4,4
CCCN(CCC)C(=O)C1CCCN1S(=O)(=O)c1cccc2nsnc12 (stereo not drawn),0,14,-6,0,0,-2,-3
Cc1cccc(Nc2c(F)c(F)c(F)c(F)c2C(=O)O)c1,.,.,-6,.,-1,-3,.
CCOc1ccc(Br)cc1S(=O)(=O)NCC(c1ccc(OC)cc1)N1CCOCC1 (stereo not drawn),16,2,-8,-1,-9,2,0
O=C(COc1ccc(-n2cnnn2)cc1)Nc1cc(Cl)cc(Cl)c1,.,6,.,-7,-1,-33,.
COc1ccc(C(=O)N2CC3(CC(c4cccc([N+](=O)[O-])c4)=NO3)C[C@H]2C(=O)NCC(N)=O)cc1 (stereo partly drawn),-3,4,6,8,.,2,-3
Cc1oc(/N=C/c2cccc3ccccc23)c(C#N)c1C,0,.,-3,16,-3,3,-9

# With a hit mark in esBAF inh (from the list above):
smiles | miR122 inh | ARNT-TACC3 inh | SIRT5 block | ERp5 block | esBAF inh
Oc1[nH]c2ccccc2c1N=Nc1cccc(Cl)c1 | 7 | -3 | -5 | 2 | 52*

# Source: PubChem BioAssay
